Compound activity: PubChem, National Center for Advancing Translational Sciences (NCATS)
ERK EGF block – qHTS Assay for Inhibitors of the ERK Signaling Pathway using a Homogeneous Screening Assay; Stimulation with EGF; 130,000 tested, 0.41% active; Potency, µM (titrated, usually from 11.5 µM), for the others: at the top dose activity change, negative = inhibition, hits mostly inhibitors; HEK293-V1b, EGF-stimulated phospho-ERK AlphaScreen; active = well fitted inhibition curve with a large enough effect; inconclusive = small, poorly fitted or top-dose-only effect, or effect the other way;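 also: plate controls were stimulated vehicle wells for no effect and unstimulated vehicle basal for full effect; nearly all actives have a fitted effect of over 55% in size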
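HEK293 cells stably expressing V1b receptor, serum-reduced (1% FBS) overnight, got compound for 30 min at 37C, then 25 nM EGF for 5 min. Lysate phospho-ERK read by AlphaScreen SureFire; AC50 from Hill fits.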
* marks the source's active call; other numbers are inactive results; u = inconclusive; [ ] = remark or other dose. Potency is read from the fitted curve at half-maximal effect.

ERK EGF block	canonical_smiles
3%	CC1(C)C(=O)OC(c2cccn2-c2ccc([N+](=O)[O-])cc2)C(C)(C)C1=O (centres undefined)
5%	Cc1ccc(-c2nc3c(c(=O)[nH]c(=O)n3Cc3ccccc3)n2C)o1
0%	Cc1ccc(C(=O)NC(NC(=S)Nc2ccc(S(N)(=O)=O)cc2)C(Cl)(Cl)Cl)cc1 (centres undefined)
3%	COc1ccc(Cn2c(=S)[nH]c3ccccc32)cc1
6%	O=C(Nc1cccnc1)c1cccc(-c2cc3ccccc3oc2=O)c1
1%	COc1ccc(/C=C/C(=O)c2cc(F)ccc2OC(=O)c2ccccc2C)cc1OC
u	Cc1ccc(CN2CCN(/N=C/C(Br)=C\c3ccccc3)CC2)cc1
-6%	S=c1[nH]nc(-c2ccncc2)n1/N=C/C=C/c1ccco1
5%	COc1ccccc1NS(=O)(=O)c1cccc(C(=O)NN=C2CCCC2)c1
-15%	NCCC[C@@H](CC(=O)N[C@@H]1CCCC[C@H]1C(=O)N[C@H](CC(=O)N[C@@H](CCC(=O)O)CC(=O)O)Cc1c[nH]c2ccccc12)NC(=O)C[C@H](Cc1ccccc1)NC(=O)[C@@H]1CCCC[C@H]1N
-1%	Cc1cc(C)n(CCc2nc(-c3cccs3)cs2)n1
4%	COc1ccc(NC(=O)N(Cc2cc3cc(OC)c(OC)cc3[nH]c2=O)CC2CCCO2)cc1 (centres undefined)
-4%	COc1ccc(-c2cc(C(F)(F)F)c(C#N)c(SCC(=O)O)n2)cc1
12%[57.5 µM]	O=C(O)CC1(CC(=O)NCc2ccc(-c3cccs3)cc2)CCCCC1
-8%	COc1ccc(N=C2CCS(=O)(=O)c3sccc32)cc1
-6%[57.5 µM]	COC(=O)c1nnn(-c2cccc(Cl)c2)c1C(=O)OC
6%	CCC1(C(=O)O)NC(c2cccc(OC)c2O)C2C(=O)N(c3ccccc3)C(=O)C21 (centres undefined)
16%	CCO/N=C(/C)c1c(O)cc(-c2ccccc2)n(-c2ccccc2)c1=O
u	Cc1cc(/C=C2\SC(=S)N(C)C2=O)c(C)n1-c1ccc(O)cc1
4%	O=C(NC1CCCCC1)c1ccccc1NC(=S)NC(=O)C1CC1
2%	CN1CCC(OC(=O)c2ccco2)CC1
-1%	CC(=O)Nc1sc(C)c(C)c1CN1CCN(Cc2ccccc2)CC1
-4%	CCN1CCC(CNCc2cn(-c3ccc(OC)cc3)nc2-c2ccccc2Cl)C1 (centres undefined)
4%	CC(C)CCSc1nnc(Cn2c(=O)sc3ccccc32)n1C
2%	O=C(O)c1ccc2c(c1)C(=O)N(NC(=O)c1ccc(O)cc1)C2=O
-1%[57.5 µM]	CN(CCO)c1ncnc2c1sc1nc(N3CCOCC3)c3c(c12)CCC3
4%	CCCOC(=O)c1ccc(NC(=O)C(=O)NCCN(CC)CC)cc1
3%	Cc1ccc(-c2nnc(/C=C/c3ccccc3)o2)cc1
-4%	COc1ccc(CC(=O)NCc2n[nH]c(=S)n2-c2ccccc2)cc1
11%[57.5 µM]	CC(C)OC(=O)/C(C#N)=C/c1cn(C)c2ccccc12
-5%	O=C(O)CCC(=O)N1CCCC1
u	CN(C)C(=O)/C(=C\c1ccc(-c2cccc([N+](=O)[O-])c2)o1)NC(=O)c1ccccc1
-12%[57.5 µM]	COc1ccc(-c2cc3nc4n(c(=O)c3s2)CCCCC4)cc1
-4%	Cc1ccnc2nc(C(=O)Nc3nnc(-c4ccc(Cl)cc4)o3)nn12
14%	CC1(C)SC2C(NC(=O)C(NC(=O)N3CCNC3=O)c3ccccc3)C(=O)N2C1C(=O)O (centres undefined)
3%	Cn1c(-c2ccccc2)c[n+]2c1CCCCC2
-5%	CC1CC(C)CN(CCOc2cccc(Cl)c2Cl)C1 (centres undefined)
5%	O=C(NCCc1ccc(Cl)cc1)Nc1ccc(F)cc1
-6%[57.5 µM]	COCCNC(=O)CNC(c1ccccc1)c1ccccc1
-4%[57.5 µM]	Cc1ccc(NC(=O)CSc2nnc([C@H](C)NC(=O)OC(C)(C)C)o2)c(C)c1
-12%[57.5 µM]	CCN(CC(=O)Nc1cccc(C(C)=O)c1)S(=O)(=O)c1ccccc1
-1%[57.5 µM]	CCNC(=O)NC(=O)C(C)OC(=O)[C@H](C)NS(=O)(=O)c1c(C)c(C)cc(C)c1C (some centres undefined)
-6%	CNc1nc(N)nc(OC(C(F)(F)F)C(F)(F)F)n1
0%	Nc1[nH]c(=S)nc2nc(-c3ccccc3)c(-c3ccccc3)nc12
2%	O=C(COC(=O)c1ccc2ccccc2n1)c1ccccc1
2%	O=c1ccc(C(F)(F)F)cn1Cc1cc(=O)n2cc(Br)ccc2n1
0%	COc1ccc(CNCC(O)(c2ccc(F)cc2)c2ccc(F)cc2)cc1
-8%	Cc1ccc(NC(=O)OCc2cc(-c3ccccc3)on2)cc1
6%	O=C(O)CN1C(=O)SC(Nc2ccccc2)C1=O (centres undefined)
-4%[57.5 µM]	O=C(Cc1ccc(Cl)cc1)Nc1ccc2oc(=O)ccc2c1
5%	Cc1ccc(NC(=O)C(OC(=O)c2ccc(O)cc2)c2ccccc2)cc1Cl (centres undefined)
-5%[57.5 µM]	COc1cc(OC)c(N(C)S(=O)(=O)c2cccc(C(=O)OCC(=O)NCc3ccco3)c2)cc1Cl
29%[57.5 µM]	Cc1ccc(C2N=C(N)Nc3nc(=O)c4ccccc4n32)cc1 (centres undefined)
0%	Cc1nc(C(=O)N2CCc3c([nH]c4ccccc34)C2c2ccccn2)cs1 (centres undefined)
2%	COc1ccc(S(=O)(=O)n2[nH]c(=O)c(CCO)c2C)c([N+](=O)[O-])c1
-13%[57.5 µM]	COCCCNC(=S)N1CCN(C)CC1
-11%[57.5 µM]	CCON1C(=O)C(C)(C)N(OCC)C(=O)C1(C)C
11%[57.5 µM]	COC(=O)[C@H]1CCCN1C(=O)Nc1cccc(Oc2c(F)c(F)c(F)c(F)c2F)c1
1%[57.5 µM]	C=CCc1ccccc1OCC(O)CNC(=O)c1ccccc1C(=O)O (centres undefined)
2%	O=C(/C=C/c1ccccc1)c1ccc(O[C@H]2OC(CO)C(O)C(O)C2O)cc1O (some centres undefined)

Next part, starting with the last two of the part before.
ERK EGF block	canonical_smiles
1%[57.5 µM]	C=CCc1ccccc1OCC(O)CNC(=O)c1ccccc1C(=O)O (centres undefined)
2%	O=C(/C=C/c1ccccc1)c1ccc(O[C@H]2OC(CO)C(O)C(O)C2O)cc1O (some centres undefined)
-3%	CC[N+](CC)(CC)CCOc1ccc(/C=C\c2ccccc2)cc1
u	Cc1cc(C)cc(N=c2c([N+](=O)[O-])nn(-c3ccc(Cl)cc3)n2O)c1
2%	Cc1c(C(=O)O)cnc2c([N+](=O)[O-])cnn12
1%	Cc1c(C)n(CCC#N)c2ccccc12
4%	Cc1ccc2c(c1)Oc1ccccc1C=C2C(=O)O
1%	OCCNCc1cccc2ccccc12
0%	O=C(CSc1nnc(CCCN2C(=O)c3cccc4cccc(c34)C2=O)n1-c1ccccc1)NCCCO
-7%	CN1CCN(C(c2ccccn2)c2cc(Cl)c3cccnc3c2O)CC1 (centres undefined)
-6%	Brc1ccc(C2=NC(Cc3ccccc3)CO2)cc1 (centres undefined)
-9%	CCN(CC)C(=O)C(=O)Nc1ccc(OCc2ccccc2)cc1
-2%[57.5 µM]	COCCCNC(=O)/C(C#N)=C1\N=C(NC(=O)c2cccs2)c2ccccc21
u	O=C(CSc1nc(-c2ccccc2)cs1)Nc1cccc([N+](=O)[O-])c1
-8%	CN1CCN(c2ncc3nc(-c4cccs4)c(=O)n(C[C@H]4CCCO4)c3n2)CC1
2%	Cc1ccc(N2C(=S)SC3CS(=O)(=O)CC32)cc1 (centres undefined)
3%	Cc1nn(CC(=O)N2c3ccccc3NC(=O)C2(C)C)c(C)c1[N+](=O)[O-]
-20%[57.5 µM]	COc1ccccc1NC(=S)N(CCN(C)C)C(C)c1ccncc1 (centres undefined)
0%	Cc1cccc(C(=O)Oc2ccccc2/C=N/Nc2ccc([N+](=O)[O-])cc2)c1
-4%	Cc1ccc(NC(=O)Cn2cnc3c(oc4nc5c(cc43)COC(C)(C)C5)c2=O)cc1
-7%	Cc1ccsc1C(=O)N1CCN(S(=O)(=O)c2cccs2)CC1
-4%	C/C(=N\Nc1ccccn1)c1cccs1
3%	O=C(O)C1CCN(Cc2cccnc2)CC1
0%	CCCn1c(-c2ccc(F)cc2)nc2c(NCCCN3CCCCC3C)nc(C)nc21 (centres undefined)
-7%	CCCCN(CC)C(=O)CSc1nc2n[nH]c(C)c2c(=N)n1-c1cccc(C)c1
-15%[57.5 µM]	CCn1c(C)nc2cc(C(=O)N/N=C/c3cccc(O)c3O)ccc21
4%	O=S(=O)(NCC(c1cccnc1)N1CCOCC1)c1cccs1 (centres undefined)
1%	CCC(=O)Nc1cc(C(C)(C)C)ccc1C(C)=O
-3%	O=C(NCc1ccco1)c1cc(-c2cccs2)nc2ccccc12
u	Cc1nc(=S)c2c([nH]1)-c1ccccc1CC21CCCCC1
10%	COc1cccc([C@@H]2Oc3ccc(OC)cc3C[C@H]2OC(=O)NS(=O)(=O)c2ccc(F)cc2)c1
-1%	CCN(CC)S(=O)(=O)c1cccc(NC(=S)NC(=O)/C=C/c2ccc(S(=O)(=O)N3CCOCC3)cc2)c1
2%	CC(C)(C)C(=O)Nc1cc(S(=O)(=O)Nc2ccc(Cl)cc2)ccc1Cl
-6%[57.5 µM]	Cc1ccc(N2C(=O)CS/C2=N\C(=S)Nc2ccccc2)cc1
-5%	CCCCC/C=C\C/C=C\C/C=C\C/C=C\CCCCCC(=O)NCCc1ccc(O)c(O)c1
6%	CCc1ccc(CC2(O)CC(C)N(C)CC2C)cc1 (centres undefined)
2%	CC(C)N1CCC(=NNC(=O)c2ccccc2[N+](=O)[O-])CC1
1%	CN(CC(=O)Nc1ccc(Cl)cc1)Cc1cc(=O)n2ccsc2n1
-6%	CC(=O)Nc1ccc(NC(=O)/C=C/c2ccccc2)cc1
2%	O/N=C/c1ccc(OCc2ccccc2)c(Cl)c1
3%	Cc1ccc(N2C(=O)CC(Nc3ccc(Cl)c(S(=O)(=O)N(C)C)c3)C2=O)c(C)c1 (centres undefined)
-4%	C=CCOC(=O)N[C@H](/C(C(=O)OC)=C(\C)NCc1ccccc1)c1ccc2c(c1)OCO2
5%	COC(=O)C1=C(C)NC(=O)/C1=C\c1cc(C)n(-c2ccccc2)c1C
u	CCc1ccc(NS(=O)(=O)c2ccc3[nH]cc(C(=O)NCC4CCCO4)c(=O)c3c2)cc1 (centres undefined)
-7%[57.5 µM]	S=c1[nH]nc(-c2cc(-c3ccccn3)nc3ccccc23)o1
-4%[57.5 µM]	C/C=C\C=C/C(=O)Nc1cccc(C2=NOC3(C2)C[C@@H](C(N)=O)N(C(=O)[C@H]2CCC(=O)N2)C3)c1 (some centres undefined)
-1%	COCCn1c(N)c(N(Cc2ccccc2)C(=O)c2ccc(C#N)cc2)c(=O)[nH]c1=O
u	O=C1/C(=C/c2cccnc2)SC(=S)N1CCc1ccccc1
-5%[57.5 µM]	O=C(O)CC(NC(=O)C1c2ccccc2Oc2ccccc21)c1ccc(OC2CCCC2)cc1 (centres undefined)
-2%	Cc1nc2c3ccccc3nc(SCC(=O)c3ccc(Cl)cc3)n2n1
3%	CCOC(=O)c1sc(NC(=O)CNCc2cccnc2)c(C(=O)OCC)c1C
-7%	CN1C(=O)/C(=C\c2ccc(-c3ccccc3)o2)SC1=S
-10%	COc1ccc(C2CC(=O)n3nc(C45CC6CC(CC(C6)C4)C5)nc3S2)cc1OC (centres undefined)
3%	O=C(O)/C=C\C(=O)NC1CCCCC1
9%[57.5 µM]	CN(C)/C=C1/C=C(C=O)OC1=O
-12%[57.5 µM]	C=C(C)CNC(=S)N/N=C/c1ccco1
12%[57.5 µM]	C=CCn1c(SCc2ccccc2Cl)nnc1-c1sc2nc(C)cc(C)c2c1N

Compounds above with an NH in an aromatic ring, in the order listed:
ERK EGF block	canonical_smiles
5%	Cc1ccc(-c2nc3c(c(=O)[nH]c(=O)n3Cc3ccccc3)n2C)o1
3%	COc1ccc(Cn2c(=S)[nH]c3ccccc32)cc1
-6%	S=c1[nH]nc(-c2ccncc2)n1/N=C/C=C/c1ccco1
-15%	NCCC[C@@H](CC(=O)N[C@@H]1CCCC[C@H]1C(=O)N[C@H](CC(=O)N[C@@H](CCC(=O)O)CC(=O)O)Cc1c[nH]c2ccccc12)NC(=O)C[C@H](Cc1ccccc1)NC(=O)[C@@H]1CCCC[C@H]1N
4%	COc1ccc(NC(=O)N(Cc2cc3cc(OC)c(OC)cc3[nH]c2=O)CC2CCCO2)cc1 (centres undefined)
-4%	COc1ccc(CC(=O)NCc2n[nH]c(=S)n2-c2ccccc2)cc1
0%	Nc1[nH]c(=S)nc2nc(-c3ccccc3)c(-c3ccccc3)nc12
0%	Cc1nc(C(=O)N2CCc3c([nH]c4ccccc34)C2c2ccccn2)cs1 (centres undefined)
2%	COc1ccc(S(=O)(=O)n2[nH]c(=O)c(CCO)c2C)c([N+](=O)[O-])c1
-7%	CCCCN(CC)C(=O)CSc1nc2n[nH]c(C)c2c(=N)n1-c1cccc(C)c1
u	Cc1nc(=S)c2c([nH]1)-c1ccccc1CC21CCCCC1
u	CCc1ccc(NS(=O)(=O)c2ccc3[nH]cc(C(=O)NCC4CCCO4)c(=O)c3c2)cc1 (centres undefined)
-7%[57.5 µM]	S=c1[nH]nc(-c2cc(-c3ccccn3)nc3ccccc23)o1
-1%	COCCn1c(N)c(N(Cc2ccccc2)C(=O)c2ccc(C#N)cc2)c(=O)[nH]c1=O

The list is partial (hit frequency here may not be typical).
